Compound activity (PubChem)
GALK inhibitor: GALK (human) enzyme inhibition | recombinant GALK, Kinase-Glo ATP luminescence, 1 h | Potency, µM (top dose mostly 57.5 µM), for the others: top-dose activity, negative = inhibition, actives largely listed as inhibitors | P51570 | 44,000 tested, under 10 active;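 further: plate controls were full GALK reaction for no effect and reaction lacking GALK for full effect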
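5 nM GALK; 35 uM ATP; 100 uM D-galactose; 20 mM HEPES pH 8.0, 5 mM MgCl2, 60 mM NaCl, 1 mM DTT, 0.01% BSA; 1 h RT; Kinase-Glo Plus luminescence.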
B2AR arrestin ag: agonists recruiting beta-arrestin to human beta2-adrenergic receptor; P07550; Potency, µM (series often up to 46.1 µM), without a hit: at the top dose activation, hits mostly activators; HTLA Tango cells, beta-arrestin recruitment, luciferase luminescence, 18 h; 44,000 tested, under 10 active;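 further: potency means the concentration at half of the fitted maximal effect; 0% = DMSO and full agonism = EC100 isoproterenol or metaproterenol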
Target sequence (P07550 whole entry, looked up): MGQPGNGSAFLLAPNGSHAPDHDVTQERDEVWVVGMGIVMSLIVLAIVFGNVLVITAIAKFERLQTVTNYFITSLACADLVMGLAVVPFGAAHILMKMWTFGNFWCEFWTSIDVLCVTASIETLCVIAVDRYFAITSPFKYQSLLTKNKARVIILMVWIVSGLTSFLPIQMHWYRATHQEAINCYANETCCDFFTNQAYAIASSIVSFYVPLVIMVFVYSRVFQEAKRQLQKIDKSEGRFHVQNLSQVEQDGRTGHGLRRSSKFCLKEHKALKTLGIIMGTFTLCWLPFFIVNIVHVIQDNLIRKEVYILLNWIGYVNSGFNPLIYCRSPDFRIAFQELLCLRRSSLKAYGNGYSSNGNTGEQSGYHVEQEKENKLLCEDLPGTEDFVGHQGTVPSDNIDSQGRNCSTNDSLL
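Receptor–beta-arrestin recruitment read by tTA-responsive luciferase: compound titrations (up to 46 µM) incubated 18 h with Tango cells, then luminescent substrate 15 min at room temperature. Concentration-response fits classified by r2, efficacy and activity.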
p53null 39C tox: p53 null cell cytotoxicity, nonpermissive temperature. H1299 p53-null (neo) cells, 39C, ATPlite viability, 24 h. Potency, µM (top dose mostly 46.1 µM), without a hit: top-dose activity, negative = cell killing, most hits filed as cytotoxic. 0.97% of 55,000 active. AID 904;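 further: potency means the concentration at half of the fitted maximal effect; 0% = DMSO only and -100% = full killing by 100 µM tamoxifen; nearly all actives have a fitted effect of over 50% in size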
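Temperature-shift cytotoxicity format: compound titrations on p53-null or A138V-expressing H1299 cells held 24 hr at 39C, cell ATP then measured, AC50 from Hill model.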
p53null 32C tox: kills p53 null cells at the permissive temperature; H1299-neo p53 null cells, ATP luminescence, 24 h, 32C; Potency, µM (top dose mostly 46.1 µM), for the others: top-dose activity change, negative = cytotoxicity, most hits filed as cytotoxic; 0.62% of 55,000 active;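 further: potency means the concentration at half of the fitted maximal effect; 0% = DMSO only and -100% = full killing by 100 µM tamoxifen; nearly all actives have a fitted effect of over 55% in size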
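H1299-neo (p53-null) cells, 600/well, were pre-incubated overnight at 37C, then exposed to compounds at up to 46 uM for 24 hr at 32C. Viability was measured as ATP content by luminescence, and AC50 values came from Hill fits.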
NTMT1 inh: NTMT1 methyltransferase inhibition | Q9BV86 | 2.5% of 59,000 active | Potency, µM (top dose mostly 114 µM), for inactives: top-dose activity change, negative = inhibition, actives largely listed as inhibitors | NTMT1 MTase-Glo SAH luminescence, purified enzyme;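 further: potency means the concentration at half of the fitted maximal effect; plate controls were DMSO vehicle for no effect and no enzyme for full effect; nearly all actives have a fitted effect of over 65% in size; many of its hits are not listed in these tables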
Target sequence (Q9BV86 whole entry, looked up): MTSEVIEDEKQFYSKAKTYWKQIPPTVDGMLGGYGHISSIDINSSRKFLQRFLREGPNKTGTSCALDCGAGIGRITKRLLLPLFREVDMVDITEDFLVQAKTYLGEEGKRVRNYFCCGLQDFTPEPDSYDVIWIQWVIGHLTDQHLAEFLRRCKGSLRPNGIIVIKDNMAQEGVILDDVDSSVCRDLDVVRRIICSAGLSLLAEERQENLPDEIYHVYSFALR
FH mod: Identification of activators of human fumarate hydratase by quantitative high-throughput screening | FH coupled MDH/diaphorase resazurin fluorescence, 15 min | Potency, µM (doses to about 79.9 µM), for inactives: top-dose activity change, negative = inhibition, most hits filed as inhibitors | 0.22% of 54,000 active | AID 1347055, 2019; further: potency means the concentration at half of the fitted maximal effect; on the % scale 0 is the no-effect control and ±100 the full control effect; the screen sought activators but most active calls are inhibition curves; nearly all actives have a fitted effect of over 45% in size
PTAP-TSG101 blk: TSG101-PTAP interaction inhibition, HIV-1 budding; 44,000 tested, under 10 active; Fluorescence polarization, FITC-PTAP peptide/Tsg101, 20 min; Potency, µM (top dose mostly 115 µM), for the others: top-dose activity change, negative = inhibition, usual class: inhibitors; further: potency means the concentration at half of the fitted maximal effect; 0% is about no effect
Target sequence (Q99816 whole entry, looked up): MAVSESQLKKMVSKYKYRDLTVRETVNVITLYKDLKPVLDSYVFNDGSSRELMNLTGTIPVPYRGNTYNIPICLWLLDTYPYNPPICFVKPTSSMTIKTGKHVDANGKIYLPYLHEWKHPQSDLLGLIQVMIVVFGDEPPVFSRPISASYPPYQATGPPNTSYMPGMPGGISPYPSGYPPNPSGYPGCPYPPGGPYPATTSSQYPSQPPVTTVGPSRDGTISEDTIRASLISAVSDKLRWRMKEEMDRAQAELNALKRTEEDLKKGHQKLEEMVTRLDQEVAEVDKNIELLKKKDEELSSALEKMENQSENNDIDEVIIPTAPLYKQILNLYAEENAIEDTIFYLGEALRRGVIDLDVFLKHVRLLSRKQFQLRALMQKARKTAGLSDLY
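Compounds pinned into 10 uM Tsg101 binding domain, then 50 nM FITC-PTAP peptide added in pH 7.5 HEPES buffer; FP read after 20 min, room temperature. Total S+P intensity flags fluorescent compounds; active cut-off <25 µM, efficacy <60%.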
Active calls of the source: *; u = inconclusive; [ ] = dose if it differs, or a comment. The call rests on the fitted dose curve; in most records, active means well fitted curve in the direction sought with a large enough effect; inconclusive means small, poorly fitted or top-dose-only effect, or another doubt; inactive means no such curve, though single readings can be large; an effect the other way counts as inactive or inconclusive. An excerpt; the hit share may differ from the screen's.

SMILES | GALK inhibitor | B2AR arrestin ag | p53null 39C tox | p53null 32C tox | NTMT1 inh | FH mod | PTAP-TSG101 blk
CCCCOc1ccc(CNC(=O)Cc2ccc(NC(=O)N3CCCCc4ccccc43)cc2)cc1 | 0% | 0% | 45%[activator] | 23% | -8% | -19% | 5%
Cc1cc(C)c(-c2n[nH]c3c2C(c2ccccc2F)N(CCO)C3=O)c(O)c1 (stereo unspecified) | -8% | u | 1% | 5% | 11% | 5% | 0%
CCN(CC)S(=O)(=O)c1ccc2c(c1)nc(CN(C)C(=O)Nc1ccc(C)c(Cl)c1)n2C | -1% | u | 4% | u | 15% | -1% | -3%
COc1ccc(N2CC(NC(=O)c3ccc(S(=O)(=O)N4CCOCC4)cc3)CC2=O)cc1OC (stereo unspecified) | -1% | 0% | -1% | 3% | 14% | 3% | 2%
CC(=O)c1cc(-c2ccc(F)cc2)n(CC(=O)Nc2cc(C)cc(C)c2)c1C | 5% | -2% | 7% | -19% | 0% | -11% | -9%
Cc1ccc(NC(=O)C2CCN(c3nnc(-n4cccc4)s3)CC2)cc1Cl | 0% | 0% | -9% | -4% | -15% | 9% | -2%
NC(=O)Cn1c(=O)n(CCCCCC(=O)NCc2ccccc2Cl)c(=O)c2sccc21 | 3% | 1% | 4% | 1% | -3% | 7% | -1%
CCCCN(CCCC)CCn1cnc2c([nH]c3ccc(OC)cc32)c1=O | 1% | -4% | 5% | 7% | 5% | 0% | 4%
CCOc1ccccc1NC(=O)CN(c1cc(C)cc(C)c1)S(=O)(=O)c1c(C)nn(C)c1C | -1% | -1% | 27% | 28% | 24% | u | -6%
COc1cc(C2C(C(=O)Nc3ccccc3)=C(C)Nc3nc(SCC(=O)c4ccc(C)cc4)nn32)ccc1O (stereo unspecified) | -5% | 1% | -7% | 6% | -14% | -5% | 4%
CCc1ccc2nc(N3CCN(C(=O)c4ccccc4)CC3)sc2c1 | 2% | -3% | -13% | -1% | -1% | 1% | 0%
CCOc1ccc2nc(N3CCCC(C(=O)Nc4c(C)cccc4C)C3)sc2c1 (stereo unspecified) | -10% | 2% | -8% | -10% | 9% | 6% | 0%
CCc1ccc2oc(C(=O)NCCc3ccc(OC)c(OC)c3)cc(=O)c2c1 | 5% | 0% | 4% | -13% | 6% | -6% | -1%
CCc1ccccc1NC(=O)c1cnc(N2CCCCC2)c2ccccc12 | 0% | 1% | -14% | 6% | u | -5% | 0%
O=C(Nc1ccc(F)c(Cl)c1)C1Cc2ccccc2CN1S(=O)(=O)c1ccc(F)cc1 (stereo unspecified) | -9% | 1% | -9% | -6% | 2% | -18% | -2%
COc1ccccc1N1CCN(C(=O)c2c(C)oc3ncn(CC(C)C)c(=O)c23)CC1 | -2% | 0% | u | -2% | 12% | -5% | -3%
COc1ccc(N(CC(=O)NCc2ccc(F)cc2)S(=O)(=O)c2c(C)n[nH]c2C)cc1 | -2% | 0% | 34% | 9% | -2% | -4% | -1%
CCOC(=O)N1CCc2c(sc3c2c(=O)n(-c2ccc(Cl)cc2)c(=O)n3Cc2cccc(OC)c2)C1 | 0% | 1% | -9% | -2% | u | 1% | 2%
COc1ccccc1CCNC(=O)Cc1c(C)c2cc3c(C)coc3cc2oc1=O | -5% | -2% | -13% | -10% | 4% | -7% | 1%
COc1ccccc1CNC(=O)Cc1csc2nc(-c3ccccc3)cn12 | 0% | 0% | -10% | -6% | 6% | -2% | -1%

Entries of single compounds, looked up by structure. Order of screens: GALK inhibitor, B2AR arrestin ag, p53null 39C tox, p53null 32C tox, NTMT1 inh, FH mod, PTAP-TSG101 blk
Cc1cc(C)c(-c2n[nH]c3c2C(c2ccccc2F)N(CCO)C3=O)c(O)c1 (stereo unspecified) in the list: -8%, u, 1%, 5%, 11%, 5%, 0%
Cc1ccc(NC(=O)C2CCN(c3nnc(-n4cccc4)s3)CC2)cc1Cl in the list: 0%, 0%, -9%, -4%, -15%, 9%, -2%
CCOC(=O)N1CCc2c(sc3c2c(=O)n(-c2ccc(Cl)cc2)c(=O)n3Cc2cccc(OC)c2)C1 in the list: 0%, 1%, -9%, -2%, u, 1%, 2%
COc1ccccc1N1CCN(C(=O)c2c(C)oc3ncn(CC(C)C)c(=O)c23)CC1 in the list: -2%, 0%, u, -2%, 12%, -5%, -3%
O=C(Nc1ccc(F)c(Cl)c1)C1Cc2ccccc2CN1S(=O)(=O)c1ccc(F)cc1 (stereo unspecified) in the list: -9%, 1%, -9%, -6%, 2%, -18%, -2%

(list continues)
SMILES | GALK inhibitor | B2AR arrestin ag | p53null 39C tox | p53null 32C tox | NTMT1 inh | FH mod | PTAP-TSG101 blk
O=C(NCc1cccc(Cl)c1)c1ccc(NC(=O)N2CC3CCCN3c3ccccc32)cc1 (stereo unspecified) | 1% | 2% | -12% | 1% | 4% | 5% | 6%
COc1cc(OC)cc(C(=O)Nc2ccc3oc(-c4ccccc4C)nc3c2)c1 | 0% | -1% | 14% | -8% | -20% | -24% | -2%
O=C(COc1ccc(F)cc1)OCc1cc(=O)n2nc(-c3cccs3)sc2n1 | -1% | 1% | -2% | 0% | -6% | 4% | 4%
CCOc1ccc(C(=O)NCC(c2ccco2)S(=O)(=O)c2ccc(C)cc2)cc1 (stereo unspecified) | 2% | -3% | 17% | -1% | -8% | 7% | 2%
CCOCCCNC(=O)C(c1ccc(C)cc1)N(Cc1cccs1)C(=O)c1ccc(NC(C)=O)cc1 (stereo unspecified) | 6% | -2% | -5% | 1% | 3% | -3% | 1%
CCC(Sc1nc2cc(OC)c(OC)cc2c2nc(-c3ccccc3)nn12)C(=O)Nc1cccc(C)c1 (stereo unspecified) | 0% | 1% | 4% | 1% | 7% | -2% | 2%
COc1ccc2sc(N(Cc3cccnc3)C(=O)C3CCCCC3)nc2c1 | -1% | -3% | u | 41%[activator] | 0% | u | -5%
Cc1oc2ncn(CC(C)C)c(=O)c2c1C(=O)NCCc1ccc(Cl)cc1 | 0% | 0% | -10% | -8% | -2% | u | -5%
CCCOc1ccc(C(=O)Nc2cc3nn(-c4ccc(CC)cc4)nc3cc2C)cc1 | -14% | 0% | 18% | 2% | 4% | -4% | -8%
CCn1c(=O)c2cc(C(=O)NCCCN3CCN(C)CC3)sc2c2ccccc21 | 0% | 0% | -7% | 3% | u | u | 0%
O=C1c2ccccc2C(=O)C1(c1ccccc1)N1CCN(c2cccc(Cl)c2)CC1 | 0% | 1% | -3% | -8% | 17% | -20% | 0%
CCOC(=O)c1ccc(NC(=O)C(CC)Sc2nc3ccncc3[nH]2)cc1 (stereo unspecified) | 3% | -3% | -9% | 1% | -2% | u | -1%
Cc1ncc(CO)c2c1Oc1nc(-c3ccc(F)cc3)nc(SCC(=O)N3CCCCC3)c1C2 | 3% | -1% | -18% | -3% | -5% | -8% | 2%
CCC(=O)N1CCc2cc(S(=O)(=O)CCC(=O)N3CCN(c4ccccc4Cl)CC3)ccc21 | 1% | -2% | -3% | 10% | -3% | -10% | -5%
Cn1cc(CN(C(=O)Nc2ccccc2)C2CCCCC2)c2ccccc21 | 1% | 0% | u | -5% | u | -18% | -2%
CCc1ccc(-n2nc(C)c3c(C(=O)Nc4cc(C)c(Cl)cc4OC)cc(C)nc32)cc1 | -1% | 2% | -8% | -4% | 6% | -10% | 0%
Cn1nc(C(=O)N2CCN(c3ccc(F)cc3)CC2)c2c1-c1ccccc1SC2 | -2% | -3% | u | u | 2% | -2% | -3%
CCCS(=O)(=O)N1CC(=O)N(c2ccccc2F)C(C)(C(=O)NC2CCCCCC2)C1 (stereo unspecified) | 4% | 0% | 0% | 4% | 2% | -3% | -3%
CCOC(=O)c1c(C)oc2nc(C)nc(NCC3CCN(Cc4ccc(C)cc4)CC3)c12 | 3% | 0% | -7% | 0% | -4% | -3% | 0%
Cc1ccc(NS(=O)(=O)c2ccc3[nH]c(=O)ccc3c2)cc1N(C)C | 0% | 0% | 4% | -1% | -8% | -12% | -9%
COCCN1C(=O)N(c2cccc(OC)c2)C(=O)C1CC(=O)Nc1ccccc1 (stereo unspecified) | 6% | -2% | 4% | -3% | 3% | -19% | 3%
COc1ccccc1-n1cc(-c2ccc(C)cc2)nc1S(=O)(=O)CC(=O)Nc1ccccc1C(F)(F)F | 1% | -1% | 34%[activator] | 42%[activator] | -5% | -40% | 10%
COc1cc(Cl)c(C)cc1NC(=O)CSc1ncc(S(=O)(=O)c2ccc(C(C)(C)C)cc2)c(=O)[nH]1 | -6% | -2% | 3% | 16% | 18µM* | u | -19%
COc1ccc(N2CC(NC(=O)c3ccc(Br)o3)CC2=O)cc1 (stereo unspecified) | 3% | -3% | -7% | 1% | 7% | 13% | -5%
COc1ccc(-c2nc3n(n2)C(c2ccc(OC)cc2)C(C(=O)Nc2cccnc2)=C(C)N3)cc1 (stereo unspecified) | 0% | -2% | -10% | 7% | 4% | -4% | -2%
Cc1cccc(N2CCN(C(=O)c3ccc4c(c3)N(Cc3cccc(Cl)c3)C(=O)c3ccccc3S4(=O)=O)CC2)c1C | -1% | -2% | 6% | 5% | u | -9% | 0%
COc1cccc(OCc2nc3ccccc3n2Cc2ccccc2C)c1 | 0% | 0% | u | 62%[activator] | 2% | u | -1%
CCOc1cc(C2NC(=O)c3c(sc4c3CCN(C)C4)N2)ccc1OC(=O)c1ccccc1Cl (stereo unspecified) | 3% | -2% | 8% | -13% | -3% | -14% | 2%
Cc1ccc(CNC(=O)C2CCN(c3nc4ccc(C)cc4[nH]3)CC2)cc1 | 3% | 0% | -17% | -22% | -2% | -17% | 4%
Cc1ccc2c(c1)C(c1ccc(F)cc1)N(C(=O)C(C)C)CC(=O)N2 (stereo unspecified) | 6% | -2% | 21% | 1% | 16% | -29% | -10%
CCOc1ccc(-c2cn3c(n2)sc2cc(C(=O)NCCc4ccc(OC)cc4OC)ccc23)cc1 | 1% | 0% | -19% | -7% | -13% | -25% | 0%
COC(=O)c1cc(S(=O)(=O)NCC2CCN(Cc3ccc(F)cc3)CC2)c[nH]1 | -1% | 2% | 14% | -3% | 4% | 3% | -4%
O=C(NCCc1ccccc1)c1sc2ncccc2c1-n1cccc1 | 2% | -1% | 11% | 3% | -7% | -29% | 0%
COc1cccc(CNC(=O)C2CCN(S(=O)(=O)c3c(C)noc3/C=C/c3cccs3)CC2)c1 | 1% | 1% | -18% | 12% | 8% | -20% | -7%
CCC(=O)N1c2ccccc2CC1C(=O)NCCc1cc(OC)c(OC)c(OC)c1 (stereo unspecified) | 0% | 0% | 1% | 2% | -6% | -7% | 2%
CCc1nn2c(=O)cc(COC(=O)CNC(=O)COc3ccc(C)cc3)nc2s1 | -1% | 0% | 8% | -5% | -8% | -10% | -3%
CCN(CC)CCNC(=O)Cn1ncc2c3ccccc3n(Cc3ccc(Cl)cc3)c2c1=O | 4% | -3% | 4% | 7% | -5% | -18% | 20%
CCOc1ccc2nc(NC(=O)c3cc(=O)c4ccc(C)cc4o3)sc2c1 | 8% | 0% | -9% | -7% | 34%[activator] | -1% | -5%
